Screens (PubChem BioAssay)
human PMI inhibitors: human PMI inhibitors, high substrate, primary screen, biochemical, fluorescence intensity, high mannose 6-phosphate (AID 1220). recombinant PMI enzyme, coupled fluorescence intensity; higher % means a stronger effect. Mannose-6-phosphate isomerase (Homo sapiens). inhibition, % at 20 µM, or IC50 in µM where a hit was titrated. 0.66% of 190,000 active
human PMI inhibition: inhibitors of human PMI, primary screen, biochemical, fluorescence intensity, coupled assay (AID 1209). Mannose-6-phosphate isomerase (Homo sapiens). purified PMI enzyme, coupled fluorescence intensity; higher % means a stronger effect. one-dose inhibition, % at 20 µM; IC50 in µM for titrated hits. 0.42% of 190,000 active;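 further: plate controls were DMSO vehicle for no effect and wells lacking substrate for full effect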
K1F lysis inhibition: inhibition of K1F phage lysis, E. coli UTI89, bacterial capsule biogenesis inhibitors, alamar blue (AID 488966). E. coli UTI89 K1F phage lysis, alamar blue, 2 h; higher % means a stronger effect. inhibition, % at 100 µM, or IC50 in µM where a hit was titrated. 0.02% of 340,000 active;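 active means phage lysis inhibition, versus mean bacterial control, above a set limit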;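 further: capsule biogenesis inhibitors block K1F phage lysis so surviving cells raise fluorescence; higher fluorescence means more inhibition of phage lysis; actives were called in the ten point dose series up to 300 µM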
CSM14.1 death rescue: rescue of cells from ER stress-induced death, primary screen, 384-well, CSM14.1, thapsigargin, ATP luminescence (AID 1222) | CSM14.1 thapsigargin-induced death rescue, ATP luminescence; higher % means a stronger effect | one-dose cellular ATP content (survival), % at 20 µM; EC50 in µM for titrated hits | 190,000 tested, under 10 active;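 active means EC50 below 50 µM in the dose-response confirmation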;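 further: death triggered by thapsigargin at about 15 µM added after 2 h compound pretreatment; cell ATP read after overnight thapsigargin exposure of roughly 18 to 22 hours; normalized against plate controls of thapsigargin alone and 5% DMSO vehicle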
P. falciparum M1AAP: P. falciparum M1AAP inhibitors, biochemical, fluorogenic H-Leu-NHMec substrate, 1536-well (AID 1445) | Aminopeptidase N (Plasmodium falciparum (isolate 3D7)) | recombinant M1AAP, H-Leu-NHMec fluorogenic kinetic assay; higher % means a stronger effect | one-dose inhibition, % at 30 µM; IC50 in µM for titrated hits | 0.42% of 220,000 active;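 active means primary inhibition above the hit cutoff, then over 50% inhibition at one or more dose response concentrations, cut at about 23% in these data, passing the limit was not always enough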;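 further: plate controls were DMSO full reaction for no effect and no enzyme background for full effect; strong numbers were not always called active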
Lipid droplet: inhibitors of hepatocyte lipid droplet formation, primary screen, imaging, high-throughput imaging, BODIPY stain; AML12 mouse hepatocytes, oleate lipid droplets; 0.4% of 240,000 active; inhibition, % at 6.5 µM;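 active means lipid droplet intensity inhibited by at least 50%, with more than 500 cells counted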
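Material – mouse AML12 hepatocyte cell line, fixed after treatment · Compound dosing – one dose, 6.5 µM compound · Times – compound with oleate, overnight · Measured by – Image-based BODIPY and DAPI two-channel analysis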
TNAP activators: human TNAP enzyme activators, primary screen, biochemical, luminescent, no phosphate acceptor, uHTS (AID 1001) | Alkaline phosphatase, tissue-nonspecific isozyme (Homo sapiens) | purified TNAP, luminescent activation assay, no phosphate acceptor; higher activation fold means a stronger effect | activation fold at 20 µM, or EC50 in µM where a hit was titrated | 0.03% of 200,000 active; in the data active means activation fold from about 3, or a potency from the dose series; inactive means the rest, 99 in 100 with activation fold below about 1.6; further: many of its hits are not listed in these tables
Myeloid diff MLP: induction of myeloid progenitor differentiation, primary screen, cell-based, flow cytometry, MLPCN library | ER-HoxA9 myeloid progenitors, lysozyme-GFP differentiation | calls only at 10 µM | 1% of 360,000 active | AID 624256, 2012;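 active means normalized GFP-positive differentiation at or above the plate's own cutoff, the solvent-only control mean plus 3 SD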;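 further: cells exposed to compound for four days before flow analysis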
WT yeast gro inh: growth inhibition of WT strain, primary screen, mitochondrial fusion inhibitor project, WT and mutant strains, chemical genetic; mitochondrial fusion phenotypic screen; inhibition, % at 10 µM; 2.1% of 190,000 active; in the data active means inhibition above about 58%; tested in S. cerevisiae
WT yeast gro inh mutant strain: also measured in WT yeast gro inh; calls as there; inhibition, %; mitochondrial fusion phenotypic screen, mutant strain inhibition
Lipid droplet cells 6.5 µM: further read-out of Lipid droplet, marked with its call; cell count; measured here: cell count, cytotoxicity flag;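 cells counted across two imaged fields per well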
Myeloid diff MLP GFP+ MAC1+ %: also measured in Myeloid diff MLP; calls as there; GFP+ MAC1+ double positive, %; measured here: differentiation confirmed by MAC1 staining
* = called active by the depositor; i = inactive; . = not tested or not shown; + = active, no number; [ ] = another dose, or the depositor's remark. Unless noted, no stated cut-off is given here; in the data, active means inhibition above about 50%; inactive means the rest.

structure	human PMI inhibitors	human PMI inhibition	K1F lysis inhibition	CSM14.1 death rescue	P. falciparum M1AAP	Lipid droplet	Lipid droplet cells 6.5 µM	TNAP activators	Myeloid diff MLP	Myeloid diff MLP GFP+ MAC1+ %	WT yeast gro inh	WT yeast gro inh mutant strain
CC(=O)c1ccc(NC(=O)c2cc(Cl)sc2Cl)cc1	-1%	14%	-0.2%	-1.6%	7%	13	658	1.1	i	0.5	-6	-21
CCCCCCCc1c(O)nc(SCC(=O)O)[nH]c1=O	.	.	0.2%	.	1%	2	822	.	i	0.2	.	.
CCCCN(CC)Cc1ccc(CNC(=O)Nc2ccc(F)cc2)o1	-7%	-9%	0.0%	-1.3%	7%	-1	814	1.2	.	.	.	.
O=C(NCCc1cccc(Cl)c1)c1cccc([N+](=O)[O-])c1	8%	12%	-0.1%[50 µM]	-0.4%	0%	-17	575	1	i	0.3	4	0
Cc1cc(C(=O)CSc2cccc[n+]2[O-])c(C)n1-c1ccccc1	7%	5%	-2.1%	-3.2%	5%	-7	696	1.1	i	0.0	-8	-8
O=C(NCCO[N+](=O)[O-])c1cccnc1	-18%	-23%	1.9%	-3.3%	-5%	11	755	1.1	i	2.0	8	17
O=C(CSCCc1ccccn1)Nc1ccc(Br)cn1	-3%	2%	1.9%	-1.8%	9%	.	.	1.1	i	1.4	-15	-19
Cc1ccc(NC(=O)c2oc3ccccc3c2NC(=O)c2ccc3c(c2)OCO3)cc1	3%	7%	-0.5%	-0.5%	-7%	.	.	1.1	+	40*	-7	-7
O=C(O)c1ccccc1C(=O)NNc1ccc(F)cc1	-66%	-45%	-0.5%	2.2%	1%	.	.	1	i	2.9	17	28
CNC(=S)N(CCc1c(C)[nH]c2ccc(C)cc12)Cc1ccc(OC)c(OC)c1	0%	1%	-0.6%	11%	11%	-17	724	1	i	1.8	-8	0
COc1cc(OC)cc(-c2nc(-c3ccc(Br)cc3)no2)c1	-5%	-2%	0.4%	1.1%	2%	.	.	1.1	i	11	12	0
CCCSCC(=O)Nc1ncc2c(n1)-c1ccccc1CC2	-36%	-49%	1.3%	-0.3%	4%	.	.	1.1	i	0.4	11	-13
CSc1nc(C)cc(NC(N)=O)n1	10%	21%	0.3%	-0.4%	2%	5	792	1.1	i	1.5	-7	-7
O=C(Nc1cc(Cl)ccc1Oc1ccccc1)c1cnccn1	-1%	-1%	0.1%	0.1%	-5%	13	763	0.7	i	1.6	9	-5
COC(=O)C1=CN(CCCN2CCCC2=O)C=C(C(=O)OC)C1c1ccccc1C(F)(F)F	-1%	-3%	-0.2%	-1.4%	16%	.	.	1.4	i	1.1	6	-2
COc1ccc(C(=O)Nc2ccc(N3CCOCC3)cc2)cc1OC	9%	3%	0.2%	0.1%	5%	.	.	1.2	i	7.4	-2	-37
Cc1nc2nc(C)c(CCC(=O)O)c(C)n2n1	3%	7%	0.2%	0.0%	14%	0	803	1.2	i	7.9	13	20
CC(=O)Nc1cccc(N/C=C(\C=O)c2nc3ccccc3o2)c1	-8%	-17%	1.1%	-0.1%	9%	-4	718	1.3	+	0.3*	-7	6
O=C(C1CCCCC1)N1CCC(CO)(Cc2ccccc2Cl)CC1	.	.	-0.3%	1.3%	-4%	-4	647	1.1	i	0.2	12	0
CCC(C)Sc1nnc(CNC(=O)C23CC4CC(CC(C4)C2)C3)n1C1CCCCC1 (stereo unspecified)	6%	6%	1.9%	-0.1%	3%	-10	607	1	i	0.5	33	1
O=C(COC(=O)/C=C/C(=O)N1CCN(c2ccccc2)CC1)NCc1ccc(F)cc1	9%	4%	0.1%	-0.1%	4%	32	741	1.1	i	0.6	-11	-31
c1ccc(Cc2noc(CN3CCCN(C4Cc5ccccc5C4)CC3)n2)cc1	9%	13%	-0.2%	-1.4%	.	-9	687	1.1	i	0.3	-6	-4
Cc1ccc2nc(-c3ccccn3)cc(C(=O)N3CCN(c4ncccn4)CC3)c2c1	20%	20%	0.4%	.	-2%	-4	746	1.1	i	0.5	0	13
CC(C(=O)NC(=O)NC1CCCCC1)N1CCN(c2ccccn2)CC1 (stereo unspecified)	-16%	-5%	0.2%	-1.1%	1%	13	828	1	i	0.9	-6	-2
Cc1cc(=O)oc2cc(OC(C)C(=O)N3CCCc4ccccc43)ccc12 (stereo unspecified)	0%	7%	0.0%	0.2%	7%	-5	752	1	i	1.1	10	47
Cc1cc(C(=O)c2ccccc2)nc2ccccc12	4%	7%	0.1%	-0.1%	15%	-1	740	1.1	i	1.4	.	.
COc1ccc(Cc2nc3ccccc3n2CC(=O)N/N=C/c2ccc(O)cc2)cc1OC	11%	9%	0.3%	5.8%	2%	1	511	1.1	i	0.3	3	16
CCOc1cccc(C(=O)Nc2cccc(NC(=O)c3ccco3)c2)c1	-3%	-4%	-0.4%	0.3%	12%	2	711	1.1	i	0.1	-8	-23
Cc1ccnc(N2C(=O)c3ccccc3C2Nc2ccc3c(c2)OCCO3)c1 (stereo unspecified)	13%	10%	8.1%	0.7%	5%	.	.	1	i	1.3	25	10
COCCN1CCn2c(nc3cc(NC(=O)c4ccc(OC)cc4)ccc32)C1	-75%	-25%	-0.6%	1.4%	5%	-5	780	1	i	1.1	3	-10
Cc1ccccc1C(C(=O)NC1CCCC1)N(C(=O)Cc1cccs1)c1ccc2c(c1)OCCO2 (stereo unspecified)	10%	14%	0.3%	-0.4%	-5%	.	.	1.1	i	0.9	22	4
CCCCS(=O)(=O)C1CCS(=O)(=O)C1 (stereo unspecified)	13%	12%	0.5%	-6.3%	1%	.	.	1.1	i	0.4	5	-2
Cc1ccc(CN2C(=O)CCC2C(=O)NC2CCCC2)cc1 (stereo unspecified)	10%	12%	0.2%	.	4%	-2	703	1.1	i	1.0	-9	-7
COc1ccc(C2C(C#N)=C(N)N3C(=C2C#N)Sc2ccccc23)cc1 (stereo unspecified)	11%	3%	.	0.9%	3%	.	.	1.1	.	.	5	-7
C/C(=N\NC(=O)Nc1ccccc1)c1ccccc1	6%	3%	0.2%	1.9%	3%	27	628	1.2	i	0.5	-4	-1
COc1ccc(NC(=O)CC2C(=O)N(Cc3ccco3)C(=S)N2C(C)C)cc1 (stereo unspecified)	-1%	-1%	-0.8%[50 µM]	-2.4%	-12%	8	708	1.1	i	0.0	-12	2
CCCC12CN3CC(C)(CN(C1)C3c1ccc([N+](=O)[O-])o1)C2=O (stereo unspecified)	.	.	-2.0%	.	5%	-17	738	.	i	0.5	.	.
CSCCC(=O)Nc1cc(S(=O)(=O)N2CCOCC2)ccc1N1CCN(C)CC1	0%	-2%	-0.4%	-0.2%	1%	-13	659	1	i	0.3	3	-17
CCN(C(=O)CSc1nnc(-c2ccncc2)n1-c1ccccc1)C1CCS(=O)(=O)C1 (stereo unspecified)	-2%	-16%	0.5%	0.0%	8%	10	753	1.1	i	0.7	-15	-18
COc1ccc(OC)c(NC(=O)CN2C(=O)c3ccccc3S2(=O)=O)c1	0%	-8%	-0.1%	-0.4%	6%	.	.	1.1	i	0.3	-23	-6
COC(=O)C(NC(=O)c1ccccc1)=C1CCCCC1	14%	11%	0.4%	-1.4%	9%	.	.	1.1	i	0.7	12	27
CCOC(=O)C1=C(CS(=O)(=O)c2ccc(F)c(C)c2)NC(=O)NC1c1ccc(O)c(O)c1 (stereo unspecified)	40%	43%	0.8%	.	15%	9	651	0.7	i	2.7	4	-6
O=S(=O)(/C=C/c1ccccc1)Oc1ccccc1	-6%	-4%	0.2%	-1.2%	3%	17	836	1.2	i	0.9	-17	3
COc1ccc(NC(=O)c2sc(=S)[nH]c2N)cc1	-20%	8%	-2.9%	-0.4%	10%	.	.	1.1	i	0.9	29	26
CCN(CC)CCCN=Cc1c(O)n(-c2ccc(C)cc2)c(=O)c2ccccc12	.	.	0.2%	.	6%	31	774	.	i	0.4	.	.
CC(C)CCNC(=S)Nc1ccccn1	5%	17%	4.2%	-2.4%	5%	8	662	1	i	0.7	46	37
CCCn1c(N)c(N2CCCCC2)c(=O)n(CC(=O)Nc2ccccc2C)c1=O	-12%	-13%	5.5%	-1.2%	17%	-5	822	0.7	i	1.2	-11	-6
O=C(COC(=O)COc1ccccc1)Nc1ccc(OC(F)(F)F)cc1	13%	15%	1.7%	0.0%	9%	.	.	1.1	i	1.2	-23	-26
CC(=O)N(NC(=O)c1ccccc1Cl)C1CC(=O)N(c2ccc(C)cc2)C1=O (stereo unspecified)	-1%	-13%	0.4%	-1.0%	10%	.	.	1	i	5.2	-1	-4
CC(=O)Nc1cc(S(=O)(=O)Nc2ccccc2)c(C)cc1C	10%	9%	-0.2%	-1.0%	0%	.	.	1.1	i	1.6	15	11

Three entries from above, sorted by number of heavy atoms, low to high:
structure	human PMI inhibitors	human PMI inhibition	K1F lysis inhibition	CSM14.1 death rescue	P. falciparum M1AAP	Lipid droplet	Lipid droplet cells 6.5 µM	TNAP activators	Myeloid diff MLP	Myeloid diff MLP GFP+ MAC1+ %	WT yeast gro inh	WT yeast gro inh mutant strain
COc1ccc(NC(=O)c2sc(=S)[nH]c2N)cc1	-20%	8%	-2.9%	-0.4%	10%	.	.	1.1	i	0.9	29	26
COC(=O)C(NC(=O)c1ccccc1)=C1CCCCC1	14%	11%	0.4%	-1.4%	9%	.	.	1.1	i	0.7	12	27
CC(=O)N(NC(=O)c1ccccc1Cl)C1CC(=O)N(c2ccc(C)cc2)C1=O (stereo unspecified)	-1%	-13%	0.4%	-1.0%	10%	.	.	1	i	5.2	-1	-4

Next compounds:
structure	human PMI inhibitors	human PMI inhibition	K1F lysis inhibition	CSM14.1 death rescue	P. falciparum M1AAP	Lipid droplet	Lipid droplet cells 6.5 µM	TNAP activators	Myeloid diff MLP	Myeloid diff MLP GFP+ MAC1+ %	WT yeast gro inh	WT yeast gro inh mutant strain
CC(C)CC(=O)N1CCN(C(=O)c2cccc(F)c2)CC1	2%	-4%	0.9%	-1.5%	8%	.	.	1.1	i	0.8	-14	6
COc1ccc(CCNC(=O)C2CC(=O)N(C3CCCCCCC3)C2)cc1OC (stereo unspecified)	0%	1%	i	0.5%	2%	.	.	1.1	i	1.1	16	-5
Cc1noc(NS(=O)(=O)c2ccc(N/C=C\C(=O)c3ccc(Br)cc3)cc2)c1C	-18%	-14%	-0.2%	1.3%	16%	-3	605	1	i	0.1	3	-6
Nc1nc2c(ncn2COCCO)c(=O)[nH]1	6%	3%	5.1%	-3.7%	-5%	.	.	1.1	i	2.0	3	-16
COC(=O)c1ccc2c(=O)n(CC3CCCO3)c(SCC(=O)NCCc3ccc(S(N)(=O)=O)cc3)nc2c1 (stereo unspecified)	-3%	-4%	-0.1%	-1.4%	8%	-2	712	1.1	i	0.4	-3	17
